# PLK1 inh – PLK1 (human) kinase inhibition. 97,000 tested, 0.53% active. inhibition, % at 10 µM. recombinant PLK1 kinase, TR-FRET peptide phosphorylation. AID 619;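 active = inhibition of 50% or more in the single-concentration screen; inactive = inhibition below 50%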;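 also: 0% = DMSO max control and 100% = H-89 dihydrochloride min control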
# FAK blocker – inhibitors of human focal adhesion kinase; Q05397; biochemical FAK kinase activity assay; inhibition, %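 (tested at 7 µM)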; 97,000 tested, 0.84% active; AID 727; in the data active = inhibition above about 19%;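 also: 0% = DMSO and 100% = reference compound high control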
# S1P2 agonist – activates the human S1P2 receptor | O95136 | S1P2-expressing cell line, agonist reporter read-out | activation, % at 4.5 µM | 97,000 tested, 0.46% active | AID 729; in the data active = activation above about 16%;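 also: 0% = vehicle low control and 100% = maximal reference agonist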
# Rev-RRE block – disrupts HIV-1 Rev binding to RRE RNA; P05866; Rev peptide-RRE RNA binding, FRET; inhibition, % at 8 µM; 97,000 tested, 0.79% active; AID 704;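 active = inhibition above the screen-wide mean plus 3 SD, cut at about 35% in these data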;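 also: 0% = median DMSO wells and 100% = median Neomycin B control wells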
# Target sequence (P05866 whole entry, looked up): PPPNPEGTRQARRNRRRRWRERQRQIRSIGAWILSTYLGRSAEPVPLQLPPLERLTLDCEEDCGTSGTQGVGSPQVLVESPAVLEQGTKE
#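 Assay system: Rev peptide and RRE RNA, both fluorescently labelled; times: 5 min preincubation and 15 min binding, 25 °C; detection: FRET, ex 480 nm, em 540 and 671 nm; read-out basis: % inhibition from 671/540 nm acceptor-to-donor ratio, scaled between controls; benchmarks: DMSO low control, neomycin B high control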
# MT1-MMP txn act – activates MT1-MMP transcription; HT1080 MT1-MMP promoter luciferase reporter, luminescence, overnight; active compounds read high; activation factor at 10 µM; 86,000 tested, 0.16% active;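 active = activation factor of at least 2 for MT1-MMP transcription at 10 µM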
# Plk1 PBD FP – inhibitors of human Plk1 polo box domain binding; P53350; Plk1 PBD phosphopeptide binding, fluorescence polarization; inhibition, %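 (tested at about 20 µM)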; 97,000 tested, 0.13% active; AID 693; in the data active = inhibition above about 34%, passing the limit was not always enough
# S1P2 antag – blocks the human S1P2 receptor; cell-based S1P2 antagonist assay, inhibition at 5 uM; inhibition, % at 5 µM; 97,000 tested, 0.21% active; AID 736; in the data active = inhibition above about 45%;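 also: CRE beta-lactamase reporter cells expressing human S1P2 stimulated with S1P; 0% = agonist at EC80 alone and 100% = agonist plus reference antagonist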
# EphB4 ephrin blk – antagonists of human EphB4-ephrin-B2 interaction. P54760. EphB4 LBD / TNYL-RAW-Alexa532 peptide, fluorescence polarization. inhibition, % at 7 µM. 97,000 tested, 0.15% active. AID 720;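 active = inhibition above the screen-wide mean inhibition plus 3 SD, cut at about 15% in these data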;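 also: 0% = DMSO wells and 100% = excess unlabeled TNYL-RAW peptide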
# Target sequence (P54760 whole entry, looked up, the tested form may be a part): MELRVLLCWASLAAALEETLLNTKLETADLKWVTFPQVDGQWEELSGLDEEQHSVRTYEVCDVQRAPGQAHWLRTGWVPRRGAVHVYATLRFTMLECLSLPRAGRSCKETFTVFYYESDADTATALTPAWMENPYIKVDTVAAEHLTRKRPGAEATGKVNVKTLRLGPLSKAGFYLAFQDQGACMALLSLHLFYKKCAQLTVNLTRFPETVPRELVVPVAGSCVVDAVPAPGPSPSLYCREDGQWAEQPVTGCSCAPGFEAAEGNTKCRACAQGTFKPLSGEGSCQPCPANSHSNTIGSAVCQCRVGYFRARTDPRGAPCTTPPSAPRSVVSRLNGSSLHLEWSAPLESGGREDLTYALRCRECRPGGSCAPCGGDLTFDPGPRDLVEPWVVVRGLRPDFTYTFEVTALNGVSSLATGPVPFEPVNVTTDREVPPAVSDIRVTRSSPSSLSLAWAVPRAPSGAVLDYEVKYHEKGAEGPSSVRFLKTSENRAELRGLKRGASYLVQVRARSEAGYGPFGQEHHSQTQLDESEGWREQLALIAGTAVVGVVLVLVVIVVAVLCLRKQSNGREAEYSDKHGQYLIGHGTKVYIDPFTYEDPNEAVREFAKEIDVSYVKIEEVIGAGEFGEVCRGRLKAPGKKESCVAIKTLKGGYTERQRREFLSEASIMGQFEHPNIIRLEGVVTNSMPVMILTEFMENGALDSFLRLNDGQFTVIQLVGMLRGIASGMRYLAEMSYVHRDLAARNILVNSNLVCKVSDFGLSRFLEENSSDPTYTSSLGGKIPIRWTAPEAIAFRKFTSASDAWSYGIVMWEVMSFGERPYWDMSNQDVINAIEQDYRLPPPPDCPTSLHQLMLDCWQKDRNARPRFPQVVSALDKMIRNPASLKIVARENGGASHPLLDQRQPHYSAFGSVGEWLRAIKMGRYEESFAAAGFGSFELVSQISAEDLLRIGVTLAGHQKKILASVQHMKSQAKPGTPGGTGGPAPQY
# PLAP act – activators of human placental alkaline phosphatase; activation fold at 20 µM; purified PLAP enzyme, luminescent substrate read-out; active compounds read high; P05187; 96,000 tested, 1.2% active; in the data active = activation fold above about 2
# The depositor's hits bear a star; · = no result given. Compounds as they come. Share with any hit: about 3.9%.
SMILES,PLK1 inh,FAK blocker,S1P2 agonist,Rev-RRE block,MT1-MMP txn act,Plk1 PBD FP,S1P2 antag,EphB4 ephrin blk,PLAP act
O=C1CC(c2ccc(F)cc2)Cc2nc(NCc3ccco3)ncc21 (stereo unspecified),-8,3,-2,6,1,-4,1,7,0.9
CC(C)(C)C1CCc2onc(C(=O)NC3CCCC3)c2C1 (stereo unspecified),-2,1,-1,3,1,18,-24,4,1
CCOC(=O)Cn1nc(-c2ccccc2)c2ccccc2c1=O,-4,3,-3,5,1.2,1,-18,-1,0.9
CCSc1nnc(C)n1-c1ccc(C(=O)O)cc1,-9,-1,-3,5,1,-10,2,-1,0.9
S=C1NCCc2ccc(Cl)cc2C1c1ccccc1Cl (stereo unspecified),-13,-1,-4,-2,1.2,1,-8,3,·
Cc1ccc(S(=O)(=O)NC(C)(C)CSc2nnc(Nc3ccccc3)s2)cc1,-4,0,-5,8,1.1,-20,11,3,0.9
O=C(CCn1c(=O)oc2ccccc21)NCCN1CCc2ccccc2C1,4,0,-7,0,1,-12,3,2,1.3
Nc1nc(N)nc(-c2ccc(Oc3ccccc3)cc2)n1,2,1,-5,-1,1.1,-15,1,4,0.9
Cc1cc(C)cc(OCc2nnc(SCC(=O)OC3CCCCC3)o2)c1,-8,0,-4,7,1.1,10,1,3,0.8
CCCCNC(=O)CSc1nnc(-c2ccc(S(=O)(=O)N3CCCC3)cc2)n1C,-10,-1,-5,9,1.3,10,5,8,·
O=C(NCCC1=CCCCC1)C1CCN(Cc2cnn(-c3ccccc3)c2-n2cccc2)CC1,-3,2,-12,3,1.1,9,22,3,2.3*
C/C(=N\NC(=O)c1ccccc1C)c1ccc(NC(=O)c2cccs2)cc1,-6,-4,-8,-1,·,-22,-17,-9,0.9

# Next section, starting with the last 6 of the part before.
SMILES,PLK1 inh,FAK blocker,S1P2 agonist,Rev-RRE block,MT1-MMP txn act,Plk1 PBD FP,S1P2 antag,EphB4 ephrin blk,PLAP act
O=C(CCn1c(=O)oc2ccccc21)NCCN1CCc2ccccc2C1,4,0,-7,0,1,-12,3,2,1.3
Nc1nc(N)nc(-c2ccc(Oc3ccccc3)cc2)n1,2,1,-5,-1,1.1,-15,1,4,0.9
Cc1cc(C)cc(OCc2nnc(SCC(=O)OC3CCCCC3)o2)c1,-8,0,-4,7,1.1,10,1,3,0.8
CCCCNC(=O)CSc1nnc(-c2ccc(S(=O)(=O)N3CCCC3)cc2)n1C,-10,-1,-5,9,1.3,10,5,8,·
O=C(NCCC1=CCCCC1)C1CCN(Cc2cnn(-c3ccccc3)c2-n2cccc2)CC1,-3,2,-12,3,1.1,9,22,3,2.3*
C/C(=N\NC(=O)c1ccccc1C)c1ccc(NC(=O)c2cccs2)cc1,-6,-4,-8,-1,·,-22,-17,-9,0.9
c1ccc(CNCC2COc3ccccc3O2)cc1 (stereo unspecified),-12,0,0,-1,1.5,0,-11,-1,·
COc1ccc(NS(=O)(=O)c2ccc(OC)c3ccccc23)cn1,-14,6,-1,6,1.1,-12,8,2,1.2
COc1ccc(C2N(c3cc(Cl)ccc3OC)C(=O)C3CCCN32)cc1OC (stereo unspecified),-12,-2,0,1,1,1,0,-7,1.5
CCCCOc1ccc(C2C(=O)N(C3CCCCC3)CC(=O)N2CC2CCCO2)cc1 (stereo unspecified),-22,-1,1,0,1.1,0,-15,1,1.3
CC1CCN(S(=O)(=O)c2ccc(NC(=S)NC(=O)c3ccc(Cl)cc3)cc2)CC1,-14,-3,-5,4,·,-15,2,2,1
O=c1c2ccccc2ncn1Cc1ccco1,-8,4,-6,9,1.3,11,-52,8,0.9
COC(C(=O)Nc1ccc(F)cc1F)c1ccccc1 (stereo unspecified),4,0,-2,7,1.1,-9,9,-5,0.8
COc1cccc2c1OC1(C)CC2N(C(=O)c2ccco2)C(=S)N1c1ccc(F)cc1 (stereo unspecified),-4,9,-7,2,1,23,28,5,0.9
COc1ccc(-n2nc(N)c3c(=O)oc(N(C)C)nc32)cc1,-9,-1,-4,1,·,6,-4,-1,0.9
Cc1ccc(Sc2ncnc3onc(C)c23)cc1,-7,-9,-9,1,1.1,-19,33,1,0.8
Cc1nc(-n2nnc3cc(C)c(C)cc32)c2c3c(sc2n1)CCCC3,-7,-3,0,4,·,-12,7,-8,1
COc1ccc(CNC(=O)CCOc2ccc(C(C)(C)C)cc2)cc1,-30,-1,-2,10,1,-9,-4,3,0.9
CCc1cccc(OCC(=O)Nc2ccc(S(=O)(=O)Nc3onc(C)c3C)cc2)c1,75*,-1,-2,0,1.1,-20,1,3,1.6
O=S(c1ccc2ccccc2c1)c1cnns1 (stereo unspecified),-1,0,-6,8,·,-8,42,6,0.9
CCc1ccc(NC2=CC(=O)CC(c3ccco3)C2)cc1 (stereo unspecified),-9,-1,-3,1,1.2,-11,-16,1,0.8
COc1ccc(CNc2oc(COc3ccccc3)nc2C#N)cc1,10,-1,-9,17,1.4,-6,10,9,0.9
O=C(CCN1CCOCC1)NCC1COc2ccccc2O1 (stereo unspecified),-7,0,0,-1,1.2,-4,-14,0,·
O=C(NCCOc1ccccc1)C(c1ccccc1)c1ccccc1,-6,-1,-6,11,·,-15,15,0,1.1
Cn1c(=N)n(CC(=O)O)c2ccccc21,-10,-2,-4,1,1.1,-3,-5,-8,1.1
Cn1cccc1CC(=O)N/N=C\c1c2ccccc2cc2ccccc12,-16,4,-1,3,·,7,-6,1,1.3
COc1ccccc1NC(=O)N(Cc1ccccc1)c1ccccn1,-13,1,0,19,1.4,-8,8,-9,0.8
N#Cc1ccccc1/C=N/Nc1nc(-c2ccccc2)c2cc(Br)ccc2n1,-2,16,-6,2,·,1,1,-10,1
O=C(NCc1ccco1)c1ccc(S(=O)(=O)N2CCCc3ccccc32)cc1,-7,3,-6,14,1.2,-20,16,0,0.8
CCOC(=O)c1c(C)[nH]c(C(=O)COC(=O)c2ccc(F)c(S(=O)(=O)N3CCOCC3)c2)c1C,-8,-8,-3,-6,1.1,19,-9,-6,1
Cc1ccc(C)c(CSc2nnc(-c3cccs3)n2Cc2ccco2)c1,-11,0,-6,6,1,34,-10,-8,1.1
COC(=O)C(C)Sc1nnc(Cc2cc(=O)[nH]c(=O)[nH]2)n1-c1ccc(OC)cc1 (stereo unspecified),-9,-5,-4,6,1.1,16,0,-3,1.3
C=CCN1C(=O)C(O)(CC(=O)c2ccc(-n3cccc3)cc2)c2ccccc21 (stereo unspecified),-13,0,-3,2,1.1,-13,2,-5,1.3
CNC(=O)CCCc1nc(-c2ccccc2Cl)no1,10,0,-5,0,1.2,-13,-11,7,0.9
COC(=O)c1cccc(N2C(=O)c3ccccc3S2(=O)=O)c1,-7,4,-6,6,0.9,-25,16,8,0.9
CCOC(=O)C(NC(C)=O)(Nc1ccc(S(=O)(=O)Nc2ccncn2)cc1)C(F)(F)F (stereo unspecified),-4,-2,-3,6,1,-28,-13,-2,·
c1ccc(OCc2nn3c(C4CCCCC4)nnc3s2)cc1,-22,2,-3,6,1,-4,-5,-5,0.9
O=C(C1CCCCC1)N1CCCC(c2nc3c(nnn3Cc3ccccc3)c(=O)[nH]2)C1 (stereo unspecified),-13,-8,-4,-1,0.9,24,-1,-7,1.6
C=CCn1c(N2CCCCCC2)nc2c1c(=O)[nH]c(=O)n2C,-2,-1,0,5,1.1,5,16,2,1.1
C(#Cc1ccc(C#CCN2CCCC2)cc1)CN1CCCC1,7,1,-7,-1,·,-9,0,-10,1.5
CC(=O)N1CCN=C1SCc1c(F)cccc1Cl,-28,0,-1,4,1.1,26,2,-2,0.8
CC(C)c1nc(N2CCN(C(=O)c3ccccc3)CC2)c(C#N)c2c1COC(C)(C)C2,-9,-9,-2,-1,0.9,15,-4,1,1.5
COCCOC(=O)C1=C(C)N=C2SCCC(=O)N2C1c1ccc(OC(=O)c2ccco2)cc1 (stereo unspecified),5,-1,-7,2,1,-7,12,2,1.4
Cc1ccc(/C=N\NC(=O)Cn2c(C)nc3ccccc32)o1,-4,-8,-4,-5,·,28,-12,2,1.3
c1ccc(-c2nnc(N3CCOCC3)nc2-c2ccccc2)cc1,3,-2,-2,6,1,15,-12,-9,0.9
Cc1ccc(C)c(Nc2nc3nonc3nc2N2CCOCC2)c1,-5,2,-6,2,·,-17,15,-6,1.1
O=c1c2[nH]c3ccccc3c2ncn1Cc1ccco1,-4,0,-8,4,1.2,18,4,-3,0.8
O=c1cc(Cn2ccnc2)c2cc3c(cc2o1)CCC3,0,6,-3,9,1.3,-1,-11,-3,0.9
CCCN1C(=O)C(O)(CC(=O)c2ccc3c(c2)OCCO3)c2ccccc21 (stereo unspecified),-11,1,-1,2,1,-3,-14,-3,1.2
CCN1CCc2c(sc(N)c2C(N)=O)C1,-10,9,7,63*,·,-10,-4,2,1.1
CC(C)(C)c1cn(-c2ccc(Cl)cc2)c(=S)[nH]1,-9,-2,-4,-2,1.1,-24,-7,4,0.9
Cc1cc(C(=O)CSc2nnc(-c3ccc(OC(F)F)cc3)o2)c(C)n1Cc1cccs1,2,6,-7,4,1,-16,-10,-3,1
COc1ccc(CCNC(=O)c2cnn3ccccc23)c(OC)c1OC,12,-9,-6,-2,1.2,0,5,-7,1
C=CCn1c(C)cc(C(=O)CSc2nc3ccccc3o2)c1C,-4,-3,-6,-2,1.1,13,13,4,1.1
CC(=O)Nn1c(-c2ccccc2)cc2ccccc21,-11,0,-5,6,1,16,25,3,0.9
CCOc1ccccc1N1C(=O)CC(Nc2ccc(N3CCOCC3)cc2)C1=O (stereo unspecified),-11,-3,-8,-1,1.1,-18,-9,0,1.2
O=S(=O)(Nc1nc(-c2sccc2Cl)cs1)c1cc(Cl)ccc1Cl,-8,9,-4,4,·,-1,-12,6,1.3
Cc1nc(SCC(=O)NCc2ccc3c(c2)OCO3)c(C#N)c2c1CCCC2,-4,1,-6,7,0.9,-9,-8,-5,0.7
CCCCn1nc2cc(C(=O)N(CC)c3ccc(OC)cc3)ccc2c1OCC,-11,1,-9,1,·,-9,11,4,1.5
O=C(Cc1coc2ccc3ccccc3c12)Nc1nccs1,23,4,-1,3,1.2,-33,13,-9,0.9
Cc1[nH]nc2c1C1(CCN(Cc3ccccc3)CC1)C(C#N)=C(N)O2,72*,2,-8,26,1.2,0,-14,-4,1.7
COC(=O)/C(=C/c1c[nH]c2ccccc12)[N+](=O)[O-],-11,1,-1,10,·,7,-2,-5,1.1
CC(C)(C)n1nnnc1C(c1cccc(C(F)(F)F)c1)N1CCOCC1 (stereo unspecified),-12,-3,-2,4,·,2,5,2,1.1
CCOc1ccc(N2CC(C(=O)Nc3ccccc3F)CC2=O)cc1 (stereo unspecified),-26,0,-3,-2,1.1,13,-3,1,0.8
CCOC(=O)C(C)Sc1nc(-c2cccs2)ccc1C#N (stereo unspecified),-5,0,-3,27,1.8,-3,9,-1,1
Cc1cc(=O)c(C(=O)O)cn1Nc1ccc(F)cc1,-1,0,-5,10,1.3,-34,13,3,1.1

# Part of the list above, limited to S1P2 antag and Rev-RRE block:
Molecule,S1P2 antag,Rev-RRE block
Cn1c(=N)n(CC(=O)O)c2ccccc21,-5,1
Cn1cccc1CC(=O)N/N=C\c1c2ccccc2cc2ccccc12,-6,3
COc1ccccc1NC(=O)N(Cc1ccccc1)c1ccccn1,8,19

# The results go on.
SMILES,PLK1 inh,FAK blocker,S1P2 agonist,Rev-RRE block,MT1-MMP txn act,Plk1 PBD FP,S1P2 antag,EphB4 ephrin blk,PLAP act
O=C(CNS(=O)(=O)c1ccc(C(=O)N2CCOCC2)cc1)N1CCOCC1,-4,-1,-2,5,1.2,-5,17,-2,1.1
CCOC(=O)c1ccc(N2C(=O)CC(C(=O)OC)=C2C)cc1,-9,-2,-2,2,1.2,6,-1,5,1.5
COc1ccc(CC(=O)OCc2cc3ccccc3[nH]c2=O)cc1,-5,4,-11,8,1.2,-27,4,7,1
CC(C)(C)NS(=O)(=O)c1ccc(NC(=O)NC2CCCCC2)cc1,-14,-1,-7,4,·,-21,-4,-6,1
Cc1cc(C)n(Cc2ccc(C(=O)NCc3ccco3)o2)n1,-8,1,-3,2,·,12,-2,2,1.5
